Shiga toxin inh – inhibitors of Shiga toxin in Vero cells; inhibition, % at 38.7 µM; AID 2315; Vero cells, Shiga toxin protein synthesis inhibition reporter; actives 9.2% (n = 290,000); in the data active means inhibition mostly above about 28%, no sharp cut-off; inactive means mostly below about 43%; further: 0% is about no effect
AmpC no deterg – inhibitors of E. coli AmpC beta-lactamase without detergent; AID 485341; AmpC nitrocefin hydrolysis, absorbance 480 nm, 0.0001% Triton; Potency, µM (titrated, usually from 57.1 µM), for the others: at the top dose activity change, negative = inhibition, hits mostly inhibitors; P00811; actives 0.52% (n = 330,000);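 further: potency means the concentration at half of the fitted maximal effect; plate controls were no compound for no effect and no enzyme for full effect; nearly all actives have a fitted effect of over 20% in size; some results filed as inactive show a strong effect at the top dose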
Target sequence (P00811 whole entry, looked up): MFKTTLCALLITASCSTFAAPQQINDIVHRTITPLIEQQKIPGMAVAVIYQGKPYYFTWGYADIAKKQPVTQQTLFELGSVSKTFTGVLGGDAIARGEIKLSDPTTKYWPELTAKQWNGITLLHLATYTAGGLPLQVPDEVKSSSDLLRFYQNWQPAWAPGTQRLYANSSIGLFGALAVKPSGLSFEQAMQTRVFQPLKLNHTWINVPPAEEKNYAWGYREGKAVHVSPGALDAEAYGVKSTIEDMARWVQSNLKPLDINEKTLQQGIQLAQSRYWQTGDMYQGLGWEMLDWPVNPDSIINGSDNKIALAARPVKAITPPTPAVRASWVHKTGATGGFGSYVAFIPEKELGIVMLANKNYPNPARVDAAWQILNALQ
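AmpC (5.3 nM in the dispensed reagent) in 20 mM phosphate pH 7.0 with 0.01% (detergent screen) or 0.0001% Triton X-100 was preincubated with compounds for 15 min at room temperature. Nitrocefin was then added from an 800 uM solution, and hydrolysis was followed at 480 nm.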
Pf growth 48h – P. falciparum growth inhibition at 48 hours (one generation); P. falciparum luciferase growth in erythrocytes, 48 h; Potency, µM (highest dose often 28.7 µM), inactives show top-dose activity change, negative = inhibition, hits mostly inhibitors; actives 5.9% (n = 310,000); further: potency means the concentration at half of the fitted maximal effect; on the % scale 0 is the no-effect control and ±100 the full control effect
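Luminescence readout; reporter = integrated firefly luciferase in P. falciparum. RBC culture at 2% hematocrit, 0.1% parasitemia final, 37 C/5% CO2; decreased signal taken as growth inhibition.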
Tb PYK inh – T. brucei pyruvate kinase inhibition. Q57TT1. TbPYK enzyme, Kinase-Glo Plus ATP luminescence, 45 min. Potency, µM (titrated, usually from 76.8 µM), for inactives: top-dose activity, negative = inhibition, most hits filed as inhibitors. actives 0.12% (n = 410,000). AID 624173; further: potency means the concentration at half of the fitted maximal effect; on the % scale 0 is the no-effect control and ±100 the full control effect; nearly all actives have a fitted effect of over 50% in size
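In this concentration-response screen, enzyme-free wells defined baseline while DMSO plates tracked drift. Each reaction combined TbPYK, substrate, compound and 130 uM ADP for 45 min at room temperature. Kinase-Glo Plus luminescence gave the signal.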
Cycloheximide cs – counter-screen hit for Shiga toxin inhibitors, cycloheximide | cell reporter, cycloheximide protein synthesis inhibition counterscreen | max response, % | actives 12% (n = 300,000); in the data active means max response mostly above about 13%, no sharp cut-off; inactive means mostly below about 14%; further: read at 38.3 µM for the half of the compounds with a filed dose; 0% is about no effect
Pf growth 96h – inhibits malaria parasite growth, 96 h | P. falciparum luciferase reporter growth, 96 h | AID 504834 | actives 6.9% (n = 320,000) | Potency, µM (titrated, usually from 28.7 µM), without a hit: at the top dose activity change, negative = inhibition, most hits filed as inhibitors; further: potency means the concentration at half of the fitted maximal effect; on the % scale 0 is the no-effect control and ±100 the full control effect
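Two parasite generations (96 h, 37 C, 5% CO2) of compound exposure in infected erythrocytes (0.05% parasitemia, 2% hematocrit). Luciferase-reporter P. falciparum; decreased luminescence indicates inhibited growth, aimed at apicoplast-acting delayed death.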
LmPK inhibitor – blocks Leishmania mexicana pyruvate kinase activity | purified LmPK, Kinase-Glo ATP luminescence, 1 h | AID 1721 | Potency, µM (titrated, usually from 57.5 µM), for inactives: at the highest dose activity change, negative = inhibition, actives largely listed as inhibitors | actives 0.37% (n = 290,000); further: potency means the concentration at half of the fitted maximal effect; on the % scale 0 is the no-effect control and ±100 the full control effect
Target sequence (Q27686 whole entry, looked up): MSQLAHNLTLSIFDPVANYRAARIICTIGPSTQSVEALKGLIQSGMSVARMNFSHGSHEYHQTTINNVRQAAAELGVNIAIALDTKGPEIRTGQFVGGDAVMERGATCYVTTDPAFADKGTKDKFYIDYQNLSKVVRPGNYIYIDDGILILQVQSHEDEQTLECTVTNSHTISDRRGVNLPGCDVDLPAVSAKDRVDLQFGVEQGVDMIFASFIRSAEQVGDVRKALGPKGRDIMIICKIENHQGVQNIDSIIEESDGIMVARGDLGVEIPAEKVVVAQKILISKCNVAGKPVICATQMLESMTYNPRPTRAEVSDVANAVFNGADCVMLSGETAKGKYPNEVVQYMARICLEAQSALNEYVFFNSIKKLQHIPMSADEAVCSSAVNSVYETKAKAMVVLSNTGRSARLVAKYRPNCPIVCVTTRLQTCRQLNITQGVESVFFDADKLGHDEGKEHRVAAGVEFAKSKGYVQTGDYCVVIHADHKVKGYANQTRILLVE
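Purified LmPK (0.1 nM) converted ADP (0.1 mM) to ATP with PEP (0.5 mM) in imidazole buffer pH 7.2 with KCl and MgCl2, 1 h at room temperature. ATP was read by Kinase-Glo luminescence; data normalized to uninhibited and no-enzyme controls.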
* = called active by the depositor; u = inconclusive; x = not tested or not shown; & = joins results of further samples; [ ] = remark or other dose. Unless noted, the call rests on the fitted dose curve; in most records, active means well fitted curve in the direction sought with a large enough effect; inconclusive means small, poorly fitted or top-dose-only effect, or another doubt; inactive means no such curve, though single readings can be large; an effect the other way counts as inactive or inconclusive.

No. | Compound | Shiga toxin inh | AmpC no deterg | Pf growth 48h | Tb PYK inh | Cycloheximide cs | Pf growth 96h | LmPK inhibitor
1 | C=CCN1c2ccccc2[C@]23C[C@@H](C(=O)OC)N(C(=O)c4ccc(Br)cc4)C2=NC(C(=O)OC)=C(C(=O)OC)[C@H]13 | -4 | 147%[activator] | -8% | -3% | -4 | 14% | -10%[11.5 µM]
2 | O=S(=O)(NCCc1ccc(Cl)cc1)c1cccc2cccnc12 | 2 | -27% | -6% | -4% | -2 | 9.3µM* | -4%
3 | Nc1ncnc(Oc2cccc3cccnc23)c1[N+](=O)[O-] | -2 | 2%[2.29 µM] | u | 5% | -2 | 53%[activator] | 1%
4 | Nc1nc(N)nc(-c2ccccc2O)n1 | 47* | -12% | 35%[activator] | -12% | 31 | u | 3%
5 | O=C(NCc1ccccc1)C(c1ccncc1)N(C(=O)c1csnn1)c1cccc(F)c1 (stereo not given) | 18 | -14% | -8% | -15% | -1 | 3% | 4%
6 | Cc1ccc(-n2nnnc2SCC(=O)NCC2CCCO2)cc1C (stereo not given) | x | -1% | u | -4% | x | -28% | x
7 | Cc1cccc(/C=N/NC(=O)Cc2cccs2)c1 | 72* | -35% | 39%[activator] | -3% | 33* | 82%[activator] | -11%
8 | CCN1C(=O)[C@H]2[C@@H](c3ccc(Cl)cc3)N3C(=O)CN(CCOC)C(=O)[C@@]3(C)[C@H]2C1=O | -3 | 0% | 32%[activator] | -1% | -3 | 11% | -2%

(list continues)
No. | Compound | Shiga toxin inh | AmpC no deterg | Pf growth 48h | Tb PYK inh | Cycloheximide cs | Pf growth 96h | LmPK inhibitor
9 | O=C1CCc2ccc(OCCCCN3CCN(c4cccc(Cl)c4Cl)CC3)cc2N1 | -15&-5 | 43% | u | 0%&-2% | -2&-6 | -27% | -17%
10 | COc1ccc(N(CC(=O)NN=C2CCN(C)CC2)S(=O)(=O)c2ccc(NC(C)=O)cc2)cc1 | -2 | -33% | -7% | 2% | -4 | u | -1%
11 | CC(C)OC(=O)CN1CCN(S(=O)(=O)c2cc(Cl)ccc2Cl)CC1 | -8 | 47% | -14% | 3% | -3 | 0% | -8%
12 | Cc1cccc(S(=O)(=O)Nc2nc3ccccc3nc2Nc2cccc(C(=O)O)c2)c1 | -5 | -29% | -12% | -17% | -2 | 17% | -10%
13 | Cc1ccc(COCCN2CCN(S(=O)(=O)c3ccccc3)CCC2=O)cc1 | -9 | 45% | 63%[activator] | 2% | 1 | -7% | 3%
14 | COc1cc(CN2CCCCCC2)cc(OC)c1OC | -14 | -20% | 7% | -15% | 0 | 35%[activator] | 0%
15 | N#CC(C(=O)NC1CCCCC1)=C1CCCCC1 | 6 | -23% | 18% | -6% | -3 | 25% | -3%
16 | O=S(=O)(NCC(c1cccnc1)N1CCc2ccccc2C1)c1ccccc1 (stereo not given) | -4 | 5% | -12% | 5% | -2 | 50%[activator] | 1%

More structures
No. | Compound | Shiga toxin inh | AmpC no deterg | Pf growth 48h | Tb PYK inh | Cycloheximide cs | Pf growth 96h | LmPK inhibitor
17 | COC(=O)c1ccc(CSc2nnc3n(Cc4ccccc4OC)c(=O)c4ccccc4n23)o1 | 12 | -9% | u | -3% | -2 | x | 5%
18 | O=C(O)CCCN=CC1=C(O)CNC1=O | 15 | -16% | 36%[activator] | -1% | -2 | 68%[activator] | 0%
19 | COc1cc2c(cc1C1NC(=S)NC(C)=C1C(N)=O)CCCC2 (stereo not given) | 13 | -16% | 14% | 5% | 2 | 36%[activator] | -3%
20 | CCOC(=O)c1c(C)c(C(=O)NCc2ccco2)c(C)n1Cc1ccccc1 | 30 | -22% | -26% | 6% | 1 | u | 2%
21 | CCc1ccc(C(=O)COC(=O)CNC(=O)Cc2ccccc2)cc1 | -5 | 1% | 25% | -11% | 4 | 46%[activator] | 4%
22 | CCC(C(=O)NCCc1c[nH]c2ccc(C)cc12)c1ccccc1 (stereo not given) | -4 | 107%[activator] | u | 4% | -1 | 15µM* | -2%
23 | COc1ccc(C2CC(c3ccccc3)=NN2C(=O)COC(=O)C2CC2)cc1 (stereo not given) | 14 | 71%[activator] | 14% | -7% | 8 | 31%[activator] | -2%
24 | CCOC(=O)N1CCN(C(=O)CN(c2cccc(C(F)(F)F)c2)S(=O)(=O)c2ccccc2)CC1 | -5 | 131%[activator] | u | 1% | -5 | 92%[activator] | 0%

Other structures
No. | Compound | Shiga toxin inh | AmpC no deterg | Pf growth 48h | Tb PYK inh | Cycloheximide cs | Pf growth 96h | LmPK inhibitor
25 | CC(C)Oc1ccc(OCCCN2CCCCCC2)cc1 | -28 | -10% | -14% | -11% | -3 | x | -5%
26 | Cc1ccc(NC(=O)COc2coc(CN3CCc4ccccc4C3)cc2=O)cc1Cl | x | -17% | u | -3% | x | u | x
27 | CCC(=O)NCc1c(C)c(C)n(Cc2ccccc2)c1-n1cccc1 | -3 | 13% | u | 2% | 21 | u | 11%
28 | Cc1cc(C)cc(NC(=S)N2C3CCCC2CC(NC(=O)C2CC2)C3)c1 (stereo not given) | -5 | -16% | -15% | 0% | -4 | 16% | -1%
29 | O=C(C1CC1)N1CCN(C(c2ccccc2)c2ccccc2)CC1 | -9 | 73%[activator] | u | -8% | 12 | x | 6%
30 | COc1ccc(C(CNC(=O)C2CC2)N(C)C)cc1 (stereo not given) | 27* | 8% | 120%[activator] | -6% | 17* | 0% | 0%
31 | CCSc1nc(O)cc(=O)[nH]1 | 14 | -21% | 3% | -8% | -3 | 12% | 0%
32 | COc1cc2c(cc1OC)C(C)N(C(C)=O)CC2 (stereo not given) | 6 | -16% | 17% | -7% | 6 | -23% | 3%

Other records follow:
No. | Compound | Shiga toxin inh | AmpC no deterg | Pf growth 48h | Tb PYK inh | Cycloheximide cs | Pf growth 96h | LmPK inhibitor
33 | COc1ccc(CN2CCNC(=O)C2CC(=O)NCCCn2cccn2)cc1C (stereo not given) | -4 | 51% | 3% | -8% | -1 | -9% | -7%
34 | C[C@@]12CC(=O)NC1N(C(=O)c1ccccc1)C(c1ccccc1OC(=O)c1ccccc1)C2 (stereo not given in full) | -31 | 124%[activator] | u | -16% | -2 | x | -2%
35 | COc1ccc(Cl)cc1N1C(=O)CN(Cc2cc(OC)c(OC)c(OC)c2)C1=S | -12 | 96%[activator] | 3.3µM* | -21% | -3 | 37%[activator] | 17%
36 | CC(C)Nc1nc2n(c(=O)n1)CCN2C(C)C | -3 | -11% | 4% | 3% | -1 | 11% | -5%
37 | CCOC(=O)CCNC(=O)N1CCCC(C(=O)c2cc(C)c(OC)c(C)c2)C1 (stereo not given) | -8 | 50% | 8% | -4% | -4 | -8% | -7%
38 | Cc1cc(Cl)c(S(=O)(=O)N2CCCC2)cc1OCC(N)=O | -12 | -9% | 5% | -8% | 1 | 52%[activator] | 10%
39 | CCn1c(O)c(N=NC(=O)CNC(=O)/C=C/c2ccco2)c2ccccc21 | -6 | -31% | 24% | -19% | 10 | 59%[activator] | -2%
40 | Cc1cc(NC(=O)COc2nnc(-c3ccccc3)c3ccccc23)no1 | -3 | -23% | -22% | 0% | -4 | -6% | 0%

Other entries.
No. | Compound | Shiga toxin inh | AmpC no deterg | Pf growth 48h | Tb PYK inh | Cycloheximide cs | Pf growth 96h | LmPK inhibitor
41 | COc1cc(=O)[nH]c(SC(C)C(=O)Nc2ccc3ccccc3c2)n1 (stereo not given) | -1 | -16% | 18% | 1% | -3 | 15% | -4%
42 | O=C(O)c1ccc(N(c2ccccc2)c2ccccc2)cc1 | -1 | -22% | 4% | -4% | 1 | 15% | 0%
43 | Cc1nn(Cc2ccccc2)c(C)c1C(=O)NCCN1C(=O)S/C(=C\c2ccc(F)cc2)C1=O | -5 | 17% | 13% | 1% | -1 | u | 0%
44 | COc1ccc(NC(=O)CN(C)C(=O)c2cc(-c3ccc(Cl)cc3)nc3ccccc23)cc1 | x | -22% | u | -2% | x | u | x
45 | CCc1noc(C)c1C(=O)N1CCCC(C(=O)c2ccc(OC)c(F)c2)C1 (stereo not given) | 30 | 39% | u | -13% | -3 | 10% | -5%
46 | CCn1c(SCc2ccc(Cl)cc2)nnc1-c1ccccc1 | 12 | 0% | u | -7% | 9 | 15% | 0%
47 | CCOP(=O)(c1ccccc1)c1nc(-c2ccccc2Cl)oc1N1CCCCC1 (stereo not given) | 10 | 168%[activator] | 6.6µM* | 1% | 3 | u | 1%
48 | O=c1[nH]c(=S)n(-c2ccccc2F)c(O)c1C=NCc1ccco1 | -4 | -33% | -20% | 4% | -3 | u | 1%
49 | Fc1ccc(-c2csc(/C=C/c3ccc4c(c3)OCO4)n2)cc1 | 39* | -17% | 39%[activator] | -1% | 20* | 25% | 1%
50 | Cc1noc(C)c1COc1ccc(C(=O)N2CCN(c3ccccc3O)CC2)cc1 | x | 52% | u | -12% | x | u | x
51 | CN(Cc1cccs1)C(=O)/C=C/c1ccccc1[N+](=O)[O-] | 69* | -13% | -5% | 1% | 31 | -18% | -11%

Screens as filed in PubChem BioAssay.
